M4 PAM: CHRM4 positive allosteric modulation. P08173. activation, % at 3 µM. 0.4% of 360,000 active. CHO-K1 hM4/Gqi5, Fluo-8 calcium fluorescence, ACh EC20; 0% = ACh EC20, 100% = maximal ACh;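 active = activation above its plate's cutoff, the mean activation of sample wells plus 3 SD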; note: some results filed as inactive read as strong as hits
CHRM5 agonist: CHRM5 agonism in calcium assay; CHO-K1 hM5 cells, Fluo-8 calcium fluorescence; 0% DMSO wells, 100% maximal acetylcholine response; activation, % at 3 µM; 0.19% of 360,000 active; AID 624037;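 active = activation above the run's mean over test compounds plus 3 SD, cut at about 23% in these data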;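 note: signal is peak over basal fluorescence ratio across the kinetic read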
Target sequence (P08912 whole entry, looked up): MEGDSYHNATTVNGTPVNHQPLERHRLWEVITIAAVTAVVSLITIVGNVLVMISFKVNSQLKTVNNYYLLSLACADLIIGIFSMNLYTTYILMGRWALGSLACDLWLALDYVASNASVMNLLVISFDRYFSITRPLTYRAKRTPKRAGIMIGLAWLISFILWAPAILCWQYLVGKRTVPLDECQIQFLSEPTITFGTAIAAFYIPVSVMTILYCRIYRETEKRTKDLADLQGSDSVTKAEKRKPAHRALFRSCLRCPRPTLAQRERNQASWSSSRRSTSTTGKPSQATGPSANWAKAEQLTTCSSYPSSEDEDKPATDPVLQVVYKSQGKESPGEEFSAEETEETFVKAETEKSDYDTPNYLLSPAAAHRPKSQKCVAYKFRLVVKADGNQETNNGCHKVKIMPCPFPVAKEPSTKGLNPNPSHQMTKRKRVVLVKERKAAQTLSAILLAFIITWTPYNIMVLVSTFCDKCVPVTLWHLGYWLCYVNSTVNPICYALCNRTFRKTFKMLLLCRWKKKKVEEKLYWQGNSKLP
CRFBP-R2 agonist: CRF-BP/CRF-R2 complex agonism; HEK293 CRF-R2/CRF-BP, calcium dye fluorescence (FLIPR); percent of saturating CRF peptide response; activation, % at 13.2 µM; 0.46% of 350,000 active; AID 588473;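 active = activation of at least 50%, plus an integration ratio under a set limit after plate pattern correction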;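 note: plate controls were neutral control wells without compound for no effect and CRF at EC100 for full effect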
CHRM5 antagonist: antagonists of human muscarinic M5 receptor (CHRM5) | inhibition, % at 3 µM | 0.59% of 360,000 active | CHO-hM5 cells, Fluo-8 calcium fluorescence, ACh EC80 | AID 624040 | P08912;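 active = inhibition above a per-plate cutoff, the mean of that plate's test compounds plus 3 SD, cut at about 27% in these data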;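 note: 0% = acetylcholine EC80 with DMSO and 100% = DMSO without agonist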
CHRM4 antagonist: CHRM4 antagonism in calcium assay; CHO-hM4 cells, ACh EC80, Fluo-8 calcium fluorescence; P08173; inhibition, % at 3 µM; AID 624125; 0.73% of 360,000 active;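 active = inhibition above its plate's cutoff, the mean inhibition of sample wells plus 3 SD, cut at about 27% in these data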;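 note: 0% = acetylcholine EC80 with DMSO and 100% = DMSO without agonist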
CRFR2-BP antag: antagonists of CRF-binding protein/CRF-R2 receptor complex | HEK293 CRF-R2/CRF-BP, CRF-induced calcium fluorescence | inhibition, % at 11.8 µM | AID 588475 | 0.59% of 350,000 active;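 active = inhibition of the ligand-induced calcium signal above about 50% at the single tested concentration, limit read from the data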
CHRM5 PAM: potentiates acetylcholine response at human M5 receptor. 0.3% of 360,000 active. P08912. activation, % at 3 µM. CHO-K1 hM5, Fluo-8 calcium, ACh EC20 PAM; 0% = ACh EC20, 100% = ACh EC100. AID 624038;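 active = activation above the run cutoff, the mean activation of all test compounds plus 3 SD, cut at about 18% in these data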
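Assay system: CHO-K1 hM5 cells. Also added: acetylcholine at EC20 concentration, added after compound. Dosing: 3 µM, single dose. Times: compound preincubation 140 s before EC20 acetylcholine addition. Signal: Fluo-8 calcium fluorescence. Measure: % activation relative to EC20 and EC100 ACh responses. Repeats: singlicate, one well per test compound.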
IDE inh: inhibits human insulin-degrading enzyme in HEK cells; P14735; FAbetaB cleavage, fluorescence polarization; inhibition, % at 5.59 µM; 0.41% of 320,000 active; AID 434962;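 active = percent inhibition above the average of all tested compounds plus 3 SD, set per screening campaign, cut at about 16% in these data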;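 note: IDE supplied by intact live HEK cells; FP after avidin binding of uncleaved biotin substrate so inhibition keeps polarization high; 0% = DMSO wells and 100% = 60 µM reference IDE inhibitor Ii1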
CHRM4 agonist: agonists of human muscarinic M4 receptor (CHRM4) | 0.14% of 360,000 active | AID 624127 | activation, % at 3 µM | P08173 | CHO-K1 hM4/Gqi5, Fluo-8 calcium fluorescence; vehicle 0%, full acetylcholine response 100%;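 active = activation above the run mean over all test wells plus 3 SD, cut at about 32% in these data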;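 note: peak over basal fluorescence ratio per well then scaled between controls; 0% = DMSO wells and 100% = acetylcholine at EC100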
* marks the source's active call; other numbers are inactive results; · = not tested or not shown. Compounds as they come. About 2.9% of those tested had a hit in this group.

Values in the order: CRFBP-R2 agonist, CHRM4 agonist, CRFR2-BP antag, CHRM5 agonist, CHRM5 antagonist, M4 PAM, CHRM4 antagonist, IDE inh, CHRM5 PAM
N#C/C(C(N)=O)=C1/CCc2ccccc2N1
→ -4.8, 0, 12, -2, -11, 11, -3, 4, 12
CC1=C(C(=O)OCc2ccccc2)C(c2ccccc2-c2ccccc2)NC(=O)N1CCCCCC(=O)O (stereo unspecified)
→ -1.5, -1, 10, 1, 12, 1, -1, 3, -4
COc1ccc(CCNC(=O)CC2SC(=NCCC(C)C)NC2=O)cc1OC (stereo unspecified)
→ 0.5, 1, 4, -1, -1, 13, 2, 4, -3
O=c1c2ccccc2c2ccccc2c(=O)n1CC1CCCO1 (stereo unspecified)
→ 1.2, 1, -6, -3, -8, 0, -9, 6, 0
O=C(OCc1ccc(F)cc1)c1ccc2ccccc2n1
→ 0.3, 0, -25, 0, 8, -1, -3, 5, 7
CCC1NC(=O)c2cccnc2-n2c1nc1cc(F)ccc1c2=O (stereo unspecified)
→ -0.5, 0, 11, 0, 3, -2, 5, ·, 1
CC(=O)Nc1ccc(C2=NN(c3ccccc3)C(c3ccccc3)C2)cc1 (stereo unspecified)
→ -1.1, 0, -4, -8, 8, 3, -4, 3, -8
O=C(CSc1ccc(Cl)cc1)NC1CCCc2ccccc21 (stereo unspecified)
→ -5.8, -2, 6, -5, -2, -2, -1, 9, 1
CC(=O)Nc1ccc(-c2csc(NC(=O)C3CCN(S(=O)(=O)c4cccs4)CC3)n2)cc1
→ 0.5, 1, 3, 0, 2, 6, 5, -7, -3
CCCS(=O)(=O)NC(=O)C1(C)CCCN(C(=O)c2ccc3c(c2)OCO3)C1 (stereo unspecified)
→ ·, 0, ·, 1, -2, 0, -2, ·, -3
CCN1C(=O)CC(SC2CC(=O)N(CC)C2=O)C1=O (stereo unspecified)
→ -2.1, 0, -8, 4, 4, 2, -7, ·, 6
COC(=O)C(C)(C(=O)OC)c1ccc([N+](=O)[O-])cn1
→ -0.6, 0, -12, -1, 2, -4, 6, -1, 3
CC(NC(=O)c1cc(S(=O)(=O)N2CCOCC2)ccc1F)c1ccc(-n2ccnc2)cc1 (stereo unspecified)
→ -0.1, 0, -1, -5, 17, -5, 15, 2, 0
COc1ccc(OCc2cc(C(=O)N[C@H]3CCCCNC3=O)no2)c(Cl)c1
→ -1.9, 5, -7, 1, -10, -5, 11, -2, -4
CSc1nsc(SC)c1C(=O)N1CCN(S(=O)(=O)c2ccc(C)cc2)C1C(C)C (stereo unspecified)
→ 1.1, 9, -9, -9, 0, -5, -10, -3, -11
Cn1c2c(c(=O)n(C)c1=O)C(NC(=O)c1ccco1)(C(F)(F)F)C(=O)N2 (stereo unspecified)
→ 1.1, 0, 2, -2, 9, 2, 0, 2, 1
N#CCCN(C(=O)COC(=O)c1ccc2c(=O)n3c(nc2c1)CCC3)c1ccc(F)cc1
→ 7.6, 1, -7, 0, 8, -2, 4, -6, -3
COc1ccccc1CNC(=O)CN1CCC(n2cnc3cc(F)ccc32)CC1
→ 1.5, 1, -13, -4, 0, 0, -5, -3, -3
CCn1ncc(Br)c1C(=O)Nc1ccc(-c2ccno2)cc1
→ -1.2, 5, 7, -2, -1, -2, -5, -1, -7
Cc1ccc(NC(=O)c2ccccc2F)nc1
→ 1.0, 0, -2, -1, -2, 5, 1, 1, 3
CN(Cc1nc(-c2cnccn2)no1)C1CC(C)(C)NC(C)(C)C1
→ 1.4, 1, 1, -1, -2, 7, -25, 0, -3
O=C(Nc1cccc(C(=O)N2CCOCC2)c1)c1ccccc1
→ 0.8, 1, -15, -7, -1, -2, 1, 2, -7
CCc1nc2sccc2c(=O)[nH]1
→ -1.1, 1, -21, 1, 8, -1, 1, 11, 1
O=C(CSc1nnc(Nc2ccccc2F)s1)NC1CC1
→ -0.5, 1, 11, 1, 2, 7, -7, -3, 3
Clc1ccc2nc3ccccc3cc2c1
→ -0.9, -1, 10, -5, 18, 6, 2, ·, -2
O=C(c1ccc2nc[nH]c2c1)N1CCN(c2ncc(C(F)(F)F)cc2Cl)CC1
→ 5.0, 7, -24, 1, -4, 12, 7, 4, -2
Nc1ccc(C(=O)Nc2ccco2)cc1
→ 2.2, 2, -8, 0, -4, 14, -11, 9, 1
CC(C)Nc1nc(NCCN2CCCC2)c2sc(-c3ccccc3)cc2n1
→ ·, 1, ·, -2, 5, 0, 1, ·, -3
COc1cccc(CNC(=O)CCS(=O)(=O)c2cccs2)c1
→ -0.9, 1, 5, -2, 1, -2, 2, 5, -2
CC(=O)Nc1cccc(NC(=O)CSc2nnc(NC(=O)c3ccco3)s2)c1
→ -0.7, 1, -3, -3, 8, 11, 0, -1, 7

Record cards (already shown). Order of values: CRFBP-R2 agonist	CHRM4 agonist	CRFR2-BP antag	CHRM5 agonist	CHRM5 antagonist	M4 PAM	CHRM4 antagonist	IDE inh	CHRM5 PAM
CCn1ncc(Br)c1C(=O)Nc1ccc(-c2ccno2)cc1 as listed: -1.2	5	7	-2	-1	-2	-5	-1	-7
Cn1c2c(c(=O)n(C)c1=O)C(NC(=O)c1ccco1)(C(F)(F)F)C(=O)N2 (stereo unspecified) as listed: 1.1	0	2	-2	9	2	0	2	1
O=C(c1ccc2nc[nH]c2c1)N1CCN(c2ncc(C(F)(F)F)cc2Cl)CC1 as listed: 5.0	7	-24	1	-4	12	7	4	-2

More structures:
Values in the order: CRFBP-R2 agonist, CHRM4 agonist, CRFR2-BP antag, CHRM5 agonist, CHRM5 antagonist, M4 PAM, CHRM4 antagonist, IDE inh, CHRM5 PAM
O=C(O)c1ccc(N=Nc2c(-c3ccccc3)[nH]oc2=O)cc1
→ 0.4, -1, 1, -3, 14, 5, -6, -1, 0
CC1CN(S(=O)(=O)c2ccc(C(=O)O)cc2)CC(C)O1 (stereo unspecified)
→ 0.1, 1, -2, 8, -1, 24, -12, 3, 2
N#Cc1cccc(C(=O)Nc2cccc(S(=O)(=O)N3CCCC3)c2)c1
→ -0.7, 6, 17, -4, -1, -10, 2, 0, -3
CC(C)(C)N(Cc1nc(-c2ccccc2)no1)C(=O)c1ccc2c(c1)OCO2
→ -0.2, -1, 14, -2, 6, 7, -4, 1, 2
CCC(=O)NC(=S)Nc1ccc(NC(=O)c2ccc(OC)cc2)cc1
→ 1.3, 1, 24, 2, -8, -1, 14, -3, 4
COc1ccccc1OCC(=O)Nc1cc(C)ccc1NC(=O)c1ccco1
→ -1.2, 4, -3, 1, -1, 3, -1, 8, 6
Cc1ccc(-c2cc(C(=O)N3CCN(C(=O)c4ccco4)CC3)[nH]n2)cc1C
→ -1.3, 6, 8, 2, 1, -4, 8, 0, 2
C/C(=N\NC(=O)c1ccccc1)c1cc2cc([N+](=O)[O-])ccc2oc1=O
→ 0.3, 1, -8, 0, -8, 12, 2, -2, 6
COc1ccc2ccc(Oc3ncccn3)cc2c1
→ -0.3, 1, 14, -11, -5, 13, 0, 0, 7
Cc1nc(N2CCN(C(=O)c3ccco3)CC2)c2oc3ccccc3c2n1
→ -1.7, 1, 19, 1, 0, 1, -4, 3, 4
COc1cccc(NC(=S)NNC(=O)CCn2cc([N+](=O)[O-])cn2)c1
→ 4.3, 2, 2, -1, -5, 4, 0, -7, 6
CCn1c(C)nc2cc(S(N)(=O)=O)ccc21
→ -0.7, 1, 29, 0, -9, -1, -5, 2, -2
Cc1cccc(C)c1NC(=O)C1c2ccccc2Oc2ccccc21
→ 1.5, 4, -19, -2, -1, 2, -2, 0, 2
CCOC1=C2CN(S(=O)(=O)c3ccc(C)cc3)C(c3cccc(Cl)c3)CC2N(S(=O)(=O)c2ccc(C)cc2)C(c2ccncc2)C1 (stereo unspecified)
→ ·, 10, ·, 1, 1, -6, -7, ·, 5
COc1ccc(OC)c2c1sc(=NC(=O)C1CC1)n2C
→ -0.3, 0, -10, -2, 3, 6, 2, -3, -4
CCc1c(C)sc(NC(=O)C2CC2)c1C(=O)OC(C)C
→ 0.4, 0, -15, 1, 1, 11, -10, -3, 3
CCOc1ccc(Nc2ccc(S(=O)(=O)N3CCOCC3)cc2[N+](=O)[O-])cc1
→ -0.3, 1, -24, 1, 4, 5, -6, ·, -2
C[C@H](NC(=O)c1ncn2c1c(=O)[nH]c1ccccc12)c1ccccc1
→ -0.7, 1, -15, 1, -2, -2, -5, ·, -3

Part of the list above, with the structure last:
CRFBP-R2 agonist	CHRM4 agonist	CRFR2-BP antag	CHRM5 agonist	CHRM5 antagonist	M4 PAM	CHRM4 antagonist	IDE inh	CHRM5 PAM	compound
-0.3	0	-10	-2	3	6	2	-3	-4	COc1ccc(OC)c2c1sc(=NC(=O)C1CC1)n2C
0.4	0	-15	1	1	11	-10	-3	3	CCc1c(C)sc(NC(=O)C2CC2)c1C(=O)OC(C)C

3 entries from above, sorted by molecular weight, smallest number first.
Values in the order: CRFBP-R2 agonist, CHRM4 agonist, CRFR2-BP antag, CHRM5 agonist, CHRM5 antagonist, M4 PAM, CHRM4 antagonist, IDE inh, CHRM5 PAM
O=C(O)c1ccc(N=Nc2c(-c3ccccc3)[nH]oc2=O)cc1
→ 0.4, -1, 1, -3, 14, 5, -6, -1, 0
Cc1cccc(C)c1NC(=O)C1c2ccccc2Oc2ccccc21
→ 1.5, 4, -19, -2, -1, 2, -2, 0, 2
C[C@H](NC(=O)c1ncn2c1c(=O)[nH]c1ccccc12)c1ccccc1
→ -0.7, 1, -15, 1, -2, -2, -5, ·, -3
